Source: PubChem BioAssay (National Center for Advancing Translational Sciences (NCATS))
UDG counter = UDG inhibition counter-screen. FRET deamination/UDG coupled assay, UDG read, 4 h. Potency, µM (doses to about 115 µM), inactives show at the highest dose activity change, negative = inhibition, most hits filed as inhibitors. actives 0.14% (n = 91,000). AID 1347430; also: nearly all actives have a fitted effect of over 65% in size
AID inhibitor = inhibitors of human activation induced cytidine deaminase; Potency, µM (highest dose often 115 µM), for inactives: top-dose activity change, negative = inhibition, hits mostly inhibitors; actives 0.32% (n = 91,000); Q9GZX7; AID deamination FRET fluorescence, UDG-coupled, 4 h; AID 1347428; also: nearly all actives have a fitted effect of over 25% in size
Target sequence (Q9GZX7 whole entry, looked up): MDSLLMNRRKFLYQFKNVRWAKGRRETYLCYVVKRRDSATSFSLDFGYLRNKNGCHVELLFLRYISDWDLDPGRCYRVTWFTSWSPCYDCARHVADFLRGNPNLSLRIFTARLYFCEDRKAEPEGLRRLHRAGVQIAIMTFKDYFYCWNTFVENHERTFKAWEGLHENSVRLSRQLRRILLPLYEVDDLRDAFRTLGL
* marks the source's active call; other numbers are inactive results; ? = inconclusive; & = joins results of further samples; [ ] = remark or other dose. Calls follow the shape of the dose curve; as a rule, active = well fitted curve in the direction sought with a large enough effect; inconclusive = small, poorly fitted or top-dose-only effect, or another doubt; inactive = no such curve, though single readings can be large; an effect the other way counts as inactive or inconclusive. % is scaled to controls: 0 for no effect and ±100 for the full control effect; potency is read from the fitted curve at half-maximal effect.

Compound	UDG counter	AID inhibitor
CCc1cccc(NC(=O)C(Cc2ccccc2)n2cccc2)c1 (configuration not stated)	-11%	-14%
Cc1ccc(-n2c(=O)c3c(cnn3C)n(CC(=O)Nc3cccc(C)c3)c2=O)cc1	7%	1%
CN(Cc1ccsc1)C(=O)CCc1ccsc1	2%	1%
O=S(=O)(NC(c1ccccc1)c1ccccc1)c1cccc2nsnc12	-1%	-5%
COc1ccc(-c2cc(Nc3ccccc3Cl)nc(C)n2)cc1	-15%	-6%
C=C(C)C1CCC2(COC(=O)CCC(=O)O)CC[C@]3(C)C(CCC4[C@@]5(C)CCC(OC(=O)CCC(=O)O)C(C)(C)C5CC[C@]43C)C12 (some centres not stated)	8%	28µM*
Cn1nc(C(=O)N(CC(N)=O)c2ccccc2)c2ccccc2c1=O	-3%	-3%
Cc1cccc(C)c1Nc1c(-c2ccccc2O)nc2cnccn12	-8%	-8%
Cn1c(=O)c2c(SCC(=O)N3CCc4ccccc43)nc(-c3ccccc3Cl)nc2n(C)c1=O	24%	3%
CCCCn1c(N)c(N(CC)C(=O)C2Cc3ccccc3C(=O)O2)c(=O)[nH]c1=O (configuration not stated)	4%	1%
CCOC(=O)c1c(NC(=O)c2ccc(C)cc2)sc2c1CCCCC2	2%	49%[activator]
Fc1ccc(-n2ncc3c(NCCCn4ccnc4)ncnc32)cc1	?	16%
COc1cccc(-c2cn3c(n2)sc2cc(C(=O)NCCc4ccc(OC)c(OC)c4)ccc23)c1	2%[57.5 µM]	15%
COc1cccc(Oc2c(C(F)(F)F)oc3cc(OC(C)=O)ccc3c2=O)c1	8%	6%
Cn1nc(C(=O)OCc2nc(-c3ccc(Br)cc3)no2)c2ccccc21	-4%	-1%
O=C(OCC1C(COC(=O)c2cc([N+](=O)[O-])ccc2Cl)C1(Cl)Cl)c1cc([N+](=O)[O-])ccc1Cl (configuration not stated)	-5%	-3%
CCOC(=O)c1oc2c(c1C)-c1nn(Cc3ccc(Cl)cc3)cc1CC2	-2%	43%[activator]
CC(C)C(NS(=O)(=O)c1cccc2cccnc12)C(=O)Nc1ccc(OC(F)(F)F)cc1 (configuration not stated)	4%	-5%
O=C(NCCc1cccs1)C1CC2CCCC(C1)C21SCCS1 (configuration not stated)	-17%	-16%
O=C(CSc1nnnn1-c1ccc(C(=O)O)cc1)Nc1ccccc1	4%	-2%
COC(=O)c1sc(=S)n(C)c1C	-8%	-2%
COc1cccc(OCCSc2nc3ccccc3n2CC(=O)N2CCOCC2)c1	-21%	-2%
N#CNC(=Nc1cccc(F)c1)SCc1ccccc1	4%	4%
COc1cccc(CNC(=O)c2scnc2C)c1	-4%	-19%
Cc1ccc(Nc2nc(NC3CCCCC3)nc3c2cnn3C)c(C)c1	-7%	-23%
COc1cccc(N2CC(NC(=O)/C=C\c3ccccc3)CC2=O)c1 (configuration not stated)	4%	9%
CCOc1ccc(NC(=O)C(C)Sc2nnc3cc(C)c4ccccc4n23)cc1 (configuration not stated)	0%	-5%
COc1ccccc1CN(C)CC(O)COc1ccc(-c2ccccc2)cc1 (configuration not stated)	-11%	-15%
CCCN1C(=O)C2(C(=C(O)c3ccc(OCC)cc3)C(=O)C(=O)N2CCOC)c2ccccc21 (configuration not stated)	-10%	0%
Cc1cc(C)nc(-n2nc(C)c3c2N(Cc2ccccc2)C(=O)CC3c2ccccc2)n1 (configuration not stated)	-6%	-4%

Single records (already shown). Order of screens: UDG counter | AID inhibitor
COC(=O)c1sc(=S)n(C)c1C in the list: -8% | -2%
COc1ccccc1CN(C)CC(O)COc1ccc(-c2ccccc2)cc1 (configuration not stated) in the list: -11% | -15%

Seven of the entries above in order of the AID inhibitor value, rising.
compound | AID inhibitor
COc1cccc(CNC(=O)c2scnc2C)c1 | -19%
O=C(NCCc1cccs1)C1CC2CCCC(C1)C21SCCS1 (configuration not stated) | -16%
CCOc1ccc(NC(=O)C(C)Sc2nnc3cc(C)c4ccccc4n23)cc1 (configuration not stated) | -5%
Cc1cc(C)nc(-n2nc(C)c3c2N(Cc2ccccc2)C(=O)CC3c2ccccc2)n1 (configuration not stated) | -4%
COC(=O)c1sc(=S)n(C)c1C | -2%
CCCN1C(=O)C2(C(=C(O)c3ccc(OCC)cc3)C(=O)C(=O)N2CCOC)c2ccccc21 (configuration not stated) | 0%
COc1cccc(N2CC(NC(=O)/C=C\c3ccccc3)CC2=O)c1 (configuration not stated) | 9%

(continued)
Compound	UDG counter	AID inhibitor
OC(CN1CCN(C/C=C/c2ccccc2)CC1)c1cccc(F)c1 (configuration not stated)	-2%	-8%
COC(=O)C1(C(F)(F)F)N=C(N2CCOCC2)Oc2c1c(C)nn2-c1ccccc1 (configuration not stated)	-2%	-3%
CN1C(=O)Cc2cc(S(=O)(=O)CCC(=O)N3CCN(c4cccc(Cl)c4)CC3)ccc21	?	-1%
CCCn1nc(C(=O)N2CCCCCC2)c2ccccc2c1=O	-7%	0%
Cc1cc(C)c(-c2csc(-c3cc4ccccc4oc3=O)n2)cc1C	-9%[57.5 µM]	-6%[57.5 µM]
CC(C)Sc1nnc2c3cc(F)ccc3n(C)c2n1	2%	42%[activator]
Cc1cccc(-n2ncc3c(NC4CCCCCC4)ncnc32)c1	-16%	-24%
O=C(NNC(=O)C1CCCc2ccccc21)c1ccccc1Br (configuration not stated)	4%	-6%
Cc1noc(/C=C/N(C)C)c1S(=O)(=O)N1CCCC(C(=O)Nc2cccc(F)c2)C1 (configuration not stated)	5%	-3%
Cc1nn(C)c(C(=O)Nc2sc3c(c2C#N)CCC3)c1Br	-2%	17%
CCCOc1ccccc1Oc1ncccc1CNC(=O)NCC	-6%	0%
O=S(=O)(Nc1nc2ccccc2nc1Nc1ccc(F)cc1)c1ccccc1	3%	-21%
CCN(Cc1ccccc1)c1ccc(NS(=O)(=O)c2ccc(C3CCCCC3)cc2)cc1C(=O)O	1%	-4%
CCOc1ccccc1CNC(=O)CN(c1ccc(C)cc1)S(=O)(=O)N(C)C	3%[57.5 µM]	-9%
c1ccc(N2CCN(c3nc(N4CCCCC4)nc4nccnc34)CC2)cc1	9%	-2%
Cn1c(=O)c2c(nc(NCCO)n2Cc2ccccc2Br)n(C)c1=O	-2%	4%
CCC(C)(C)NC(=O)Cc1csc(-c2ccccc2)n1	13%	55%[activator]
COc1ccc(S(=O)(=O)NCc2ccc3c(c2)CCN3C(C)=O)cc1OC	8%[57.5 µM]	-7%
COc1ccccc1C(=O)Nc1ccccc1OCc1cc(=O)n2cc(C)sc2n1	-5%	2%
Cc1oc(-c2ccccc2)nc1C(=O)Nc1ccc(S(=O)(=O)NC2CC2)cc1	-1%	3%
O=C(O)CCC(=O)CCC(=O)c1ccc(Br)cc1	3%	3%
O=C(O)C1C2C=CC(O2)C1C(=O)Nc1cc(OCC(F)(F)F)cc(OCC(F)(F)C(F)F)c1 (configuration not stated)	2%	-1%
CC1CCN(CC[C@H]2CCCN2S(=O)(=O)c2cccc(O)c2)CC1	-9%	-2%
Cc1c(Cl)cccc1NC(=O)Cn1nnc(-c2nc(-c3ccccc3)no2)c1N	1%	10%
COc1ccc2c(c1)c1c(c(=O)n(Cc3ccccc3)c(=O)n1Cc1cccc(Cl)c1)n2C	-12%	-2%
COc1ccc(S(=O)(=O)NCc2ccc3c(c2)CCN3C(=O)c2ccc(C)cc2)cc1Cl	-5%[57.5 µM]	18%
Cc1cccc(NC(=O)CSc2nc3ccccc3nc2N2CCC(C)CC2)c1	-1%&-27%	-4%&7%
Cc1ccc(N2CN(CCCN3CCOCC3)Cn3c2nc(C)c(C)c3=O)cc1	8%	5%
Cc1ccc(-n2nnnc2C2(Nc3ccccc3)CCCCC2)cc1	2%	-9%
COCCn1cnnc1SCc1csc(-c2cc(Br)ccc2OC)n1	-4%	-13%
Cn1c(Oc2cccc(Cl)c2)nc2c1c(=O)n(Cc1ccc(F)cc1)c(=O)n2C	-6%	-15%
COc1ccc(C)cc1NC(=O)C1CCN(S(=O)(=O)c2ccc3c(c2)CCCN3C(C)=O)CC1	-15%	-28%
Cc1ccc(CN(C(=O)c2ccc(C(N)=O)s2)C2CC2)o1	-11%	-5%
C/C(=N/NC(=S)NC1CCCCC1)c1ccc(C)cc1	19%	-5%
Cc1ccc(C)c(N2CCN(CCCNC(=O)c3nnc(Cc4ccc(F)cc4Cl)o3)CC2)c1	-4%	-24%
CCCCn1c(=N)c(S(=O)(=O)c2ccc(C)cc2)cc2c(=O)n3cc(C)ccc3nc21	-6%	4%
CCOc1cc(C(=O)Nc2ccc3c(c2)n(C)c(=O)c(=O)n3C)cc(OCC)c1OCC	11%	3%
NC(=O)c1cccc(NS(=O)(=O)c2ccccc2[N+](=O)[O-])c1	2%	5%
COc1ccc(S(=O)(=O)c2c(O)c3ccc(C(=O)NCc4ccccc4)cc3[nH]c2=O)cc1	-4%	-25%
Cc1ccc(NC(=O)NCc2nc(-c3ccccc3)oc2C)cc1C	-1%	-6%
O=C(c1cccs1)N(C1CCCCC1)C1CCCCC1	-12%	-11%
COc1ccc(CN(Cc2ccco2)c2cnc(S(C)(=O)=O)nc2C(=O)Nc2ccc(C)cc2C)cc1	-4%	-20%
CC(=O)c1ccc(NC(=O)C2CCC(CNS(=O)(=O)c3ccc(Br)s3)CC2)cc1 (configuration not stated)	-8%[57.5 µM]	-6%
O=S1OCCSc2sc(=S)sc2SCCO1	-17%	41%[activator]
O=C(CCS(=O)(=O)c1cc(Br)cc2c1N(C(=O)C1CC1)CC2)NCc1ccc(Cl)cc1	-14%	-27%

The list goes on.
Compound	UDG counter	AID inhibitor
CSc1ncc(C(=O)Nc2ccccc2C(=O)c2ccccc2)c(C)n1	-3%[57.5 µM]	4%
O=C(O)C(Br)Cc1ccc(Cl)cc1Cl (configuration not stated)	-10%	-2%
COc1ccc(C(=O)C(C)OC(=O)C23CC4CC(CC(Cl)(C4)C2)C3)c(OC)c1 (configuration not stated)	-5%	-6%
COc1ccccc1NC(=O)c1oc2ccccc2c1NC(=O)Cc1ccccc1	-9%	-2%
CCOC(=O)C1CCCN(C(=O)c2ccc3c(c2)N(Cc2ccccc2F)C(=O)c2ccccc2S3=O)C1 (configuration not stated)	2%	-19%
Cc1oc(-c2ccccc2)nc1C(=O)OCC(=O)NC(C)c1ccccc1 (configuration not stated)	3%	-5%
CN1C(=O)COc2ccc(NC(=O)C(=O)NC3CCCCCC3)cc21	-6%	1%
COc1ccccc1Nc1ncnc2scc(-c3ccc(F)cc3)c12	-30%	?
Cc1cccc(/C=C(\C#N)c2nc3ccccc3c(=O)[nH]2)c1	0%	28%
CCCC#CC(C)(O)CNC(Cc1ccccc1)C(=O)O (configuration not stated)	-10%	-10%
CC(C)NC(=S)N/N=C1\CC2CC=CC12 (configuration not stated)	-4%	-10%
CC/C(C)=N/NC(=O)C(O)(c1ccccc1)c1ccccc1	-6%	-3%
c1ccc(OCc2nn3c(CN4CCOCC4)nnc3s2)cc1	0%	1%
CC(C)Cn1cc(NC(=O)NCc2cccc(Cl)c2)c2ccccc2c1=O	-3%	102%[activator]
Cc1oc(C)c2c(=O)cc(-c3ccc4c(c3)OCO4)cc(OC(=O)c3ccccc3Br)c12	-3%	18%
CCOc1cc(Cl)c(C=O)cc1OC	-3%	-5%
Cc1scc(C(=O)NCCC23CC4CC(CC(C4)C2)C3)c1-c1ccccc1	-4%	-8%
Nc1nc2c([N+](=O)[O-])cccc2[n+]([O-])n1	-3%	-3%
COc1ccc(OC)c(S(=O)(=O)Nc2cccc(-c3ccc(N4CCCCCC4)nn3)c2)c1	-3%	-10%
O=C(CSc1nnc(-c2ccc(Cl)cc2)c(-c2ccc(Cl)cc2)n1)NC1CCCC1	53%[activator]	1%
Cc1c(NC(=O)c2cc(-c3ccc(O)cc3)on2)c(=O)n(-c2ccccc2)n1C	21%	2%
Cc1c(-c2cccc(NC(=O)Nc3ccccc3)c2)nc2ncccn12	1%[57.5 µM]	?
O=C(NCNC(=O)Nc1ccccc1)Nc1ccccc1	7%	3%
COc1ccc(S(=O)(=O)NC2(C(F)(F)F)NC(=O)N(CCc3ccc(OC)c(OC)c3)C2=O)cc1 (configuration not stated)	-11%	-5%
Cc1ccccc1Nc1c(-c2cc(Br)ccc2F)nc2ccccn12	-9%	-7%

The final 2 compounds of the section above open the next one.
Compound	UDG counter	AID inhibitor
COc1ccc(S(=O)(=O)NC2(C(F)(F)F)NC(=O)N(CCc3ccc(OC)c(OC)c3)C2=O)cc1 (configuration not stated)	-11%	-5%
Cc1ccccc1Nc1c(-c2cc(Br)ccc2F)nc2ccccn12	-9%	-7%
CCCCCCCCCCS(=O)(=O)N/N=C/c1ccccc1[N+](=O)[O-]	-16%	-11%
CC(C)CN(C(=O)CN(C)C(=O)Cc1cccc2ccccc12)c1c(N)n(CC(C)C)c(=O)[nH]c1=O	-1%	5%
COc1ccc(NC(=O)c2cc(S(=O)(=O)N3CCc4ccccc43)cn2C)cc1Cl	-11%	-14%
Cn1cnc([N+](=O)[O-])c1Sc1ncnc2nc[nH]c12	-2%	0%
CCOC(=O)c1cc(-c2ccc(S(=O)(=O)Nc3ccc(F)c(Cl)c3)s2)on1	-1%	-11%
CCOc1cc(C2NC(=O)N(C)C(C)=C2C(=O)OC)cc(Br)c1O (configuration not stated)	-5%	4%
O=S1(=O)CCN(C2CCCCC2)c2c(F)nc(F)c(Cl)c21	-11%	-21%
Cc1ccccc1NC(=O)Cn1c(=O)n(CCC(=O)NCc2ccc3c(c2)OCO3)c(=O)c2sccc21	-9%	8%
CCCNC(=O)Cn1nc(-c2ccc(C)cc2)c2cnc3ccc(CC)cc3c21	41%[activator]	28%

These rows are one share of the data; the hit share may differ from the screen's.
